Source: PubChem (National Center for Advancing Translational Sciences (NCATS))
PLK1 PBD block = inhibitors of human PLK1 polo-box domain binding; P53350; Plk1 PBD binding of FITC phosphopeptide, fluorescence polarization; Potency, µM, inactives show max response, negative = inhibition, usual class: inhibitors; 360,000 compounds, 2.8% hits; note: potency is the fitted concentration of half-maximal effect; series mostly up to about 57 µM; % is set by controls: 0 for no effect and ±100 for the full control effect; nearly all actives have a fitted effect of over 65% in size
HEK293 tox = cytotoxic in the GLP-1 receptor inverse agonist counter-screen. HEK293 cAMP-luciferase reporter cells, luminescence, 24 h. Potency, µM (highest dose often 38.3 µM), for the others: top-dose activity change, negative = inhibition, actives largely listed as inhibitors. 410,000 compounds, 0.13% hits;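 note: loss of luciferase light is scored as toxicity; potency is the fitted concentration of half-maximal effect; % is set by controls: 0 for no effect and ±100 for the full control effect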
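To flag toxic compounds, the library was rerun on cells for 24 hr at 37 deg C and 5% CO2. Viability-linked luminescence was captured 12 min after adding luciferase detection reagent.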
D3 ag = agonists of human D3 dopamine receptor. AID 652048. D3R DiscoveRx beta-arrestin cells, luminescence, 90 min. max activation, %. 410,000 compounds, 0.58% hits; in the data active = max activation above about 30%; note: 0% is about no effect; mostly tested at two doses, the higher about 12 µM
Target sequence (P35462 whole entry, looked up): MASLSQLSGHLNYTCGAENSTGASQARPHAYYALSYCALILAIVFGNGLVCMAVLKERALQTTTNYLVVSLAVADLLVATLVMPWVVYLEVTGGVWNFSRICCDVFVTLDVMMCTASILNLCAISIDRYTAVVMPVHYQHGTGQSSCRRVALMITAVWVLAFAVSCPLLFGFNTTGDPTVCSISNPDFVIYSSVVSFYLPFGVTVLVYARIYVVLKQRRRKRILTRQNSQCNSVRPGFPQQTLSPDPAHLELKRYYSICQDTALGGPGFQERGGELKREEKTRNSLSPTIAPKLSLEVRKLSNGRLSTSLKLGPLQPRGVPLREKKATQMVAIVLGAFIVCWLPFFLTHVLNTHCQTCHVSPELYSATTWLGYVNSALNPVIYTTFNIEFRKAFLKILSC
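Agonist mode: compounds and dopamine controls were applied to plated cells for 90 min at 37 degrees C after an overnight attachment at 1500 cells/well. Luminescent read-out followed 30 - 60 minutes at room temperature with DiscoveRx detection reagent.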
IL-2 act = activators of IL-2; activation, % (series mostly up to about 46 µM); 360,000 compounds, 0.065% hits; IL-2 activation reporter assay, cell-based qHTS; stimulated with anti-CD3/CD4/CD28 beads; in transgenic mouse T cells; in the data active = activation above about 50%; inconclusive = mostly about 30% to 49%; note: 0% is about no effect
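Unstimulated transgenic mouse T cells preincubated 60 min with compound, then stimulated with anti-CD3/anti-CD4-coated beads plus anti-CD28 for 18 h at 37 degrees C. IL-2 response read as EGFP and DsRed fluorescence by plate cytometry.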
DRD3 antagonist = antagonists of human D3 dopamine receptor; 360,000 compounds, 2.5% hits; max response, negative = inhibition, %; D3R cells, DiscoveRx beta-arrestin luminescence, antagonist mode; active compounds read low; P35462; in the data active = max response below about -50%; inconclusive = no clear call, values can overlap the other calls; note: % is set by controls: 0 for no effect and ±100 for the full control effect; mostly tested at two doses, the higher about 12 µM
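Cells plated overnight at 1500 cells/well, then exposed to library compounds with dopamine controls for 90 minutes at 37 degrees C. DiscoveRx reagent added for 30–60 minutes at room temperature; luminescence read, quantitative HTS format.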
PI5P4Ka inh = inhibitors of human PI5P4K alpha. PI5P4Kalpha enzyme, ADP-Glo luminescence, 60 min; active compounds read low. AID 652105. P48426. max response, %. 330,000 compounds, 1.2% hits; active = max response of -50% or lower; inconclusive = between -30% and -50%; inactive = -30% or higher; note: value at the top dose of about 77 µM; % is set by controls: 0 for no effect and ±100 for the full control effect
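Enzyme plus substrate dispensed, test compounds pinned in, then ATP (5 microM final) added. After 60 min at RT, ADP-Glo reagent 1 for 45 min and reagent 2 for 30 min preceded luminescence imaging.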
GLP1R ag = activates the human GLP-1 receptor; P43220; HEK293 GLP-1R CRE-luciferase, luminescence, 4-6 h; cells express a hypersensitive GLP-1R form; Potency, µM (top dose mostly 45.6 µM), for inactives: at the top dose activation, actives largely listed as activators; 380,000 compounds, 0.007% hits; AID 624172; note: potency is the fitted concentration of half-maximal effect; % of control where 0% means no effect
Target sequence (P43220 whole entry, looked up): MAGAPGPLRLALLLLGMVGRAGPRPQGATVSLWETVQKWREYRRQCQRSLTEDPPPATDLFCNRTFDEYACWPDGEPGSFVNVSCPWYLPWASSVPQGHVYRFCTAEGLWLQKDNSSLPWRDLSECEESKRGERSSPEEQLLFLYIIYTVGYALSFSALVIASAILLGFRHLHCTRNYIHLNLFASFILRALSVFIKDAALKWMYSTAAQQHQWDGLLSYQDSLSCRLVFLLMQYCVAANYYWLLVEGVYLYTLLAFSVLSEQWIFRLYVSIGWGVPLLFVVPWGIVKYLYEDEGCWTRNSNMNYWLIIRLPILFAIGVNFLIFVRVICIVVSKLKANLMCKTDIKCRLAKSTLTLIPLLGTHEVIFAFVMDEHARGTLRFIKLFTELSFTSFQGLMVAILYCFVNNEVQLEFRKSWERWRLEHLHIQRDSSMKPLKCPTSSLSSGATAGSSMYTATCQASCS
GLP1R inv ag = acts as inverse agonist at human GLP-1 receptor; P43220; HEK293 GLP-1R CRE-luciferase, luminescence, 24 h; GLP-1R form is constitutively active; 410,000 compounds, 1.6% hits; Potency, µM (titrated, usually from 38.3 µM), without a hit: at the top dose activity change, negative = inhibition, most hits filed as inhibitors; note: potency is the fitted concentration of half-maximal effect; % is set by controls: 0 for no effect and ±100 for the full control effect; nearly all actives have a fitted effect of over 55% in size
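Luminescence readout: a drop in cAMP-driven luciferase signal flags inverse agonism at a constitutively active GLP-1R stably expressed in HEK293. Compound exposure lasted 24 hr at 37 deg C, 5% CO2.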
WRN helicase inh = blocks human WRN helicase | Q14191 | WRN helicase unwinding, fluorescent forked duplex, kinetic | Potency, µM (highest dose often 114 µM), for inactives: at the highest dose activity change, negative = inhibition, actives largely listed as inhibitors | 360,000 compounds, 0.46% hits | AID 651768; note: potency is the fitted concentration of half-maximal effect; % is set by controls: 0 for no effect and ±100 for the full control effect; nearly all actives have a fitted effect of over 55% in size
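Kinetic red-fluorescence monitoring (525/598 nm) tracks WRN helicase activity after 100 nM fluorophore-quencher forked duplex and 2 mM ATP are added to 20 nM enzyme pretreated 15 min at room temperature with compound.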
Numbers without * were called inactive; ? = inconclusive; / = not tested or not shown; & = joins results of further samples; [ ] = dose if it differs, or a comment. Unless noted, calls come from the whole dose curve; as a rule, active = well fitted curve in the direction sought with a large enough effect; inconclusive = small, poorly fitted or top-dose-only effect, or another doubt; inactive = no such curve, though single readings can be large; an effect the other way counts as inactive or inconclusive.

SMILES | PLK1 PBD block | HEK293 tox | D3 ag | IL-2 act | DRD3 antagonist | PI5P4Ka inh | GLP1R ag | GLP1R inv ag | WRN helicase inh
CCOC(=O)C1=C(COC(=O)C2CC(=O)N(c3ccccc3CC)C2)NC(=O)NC1C (stereo not given) | 0% | 1% | -2 | -2.1 | 10 | -2 | 7% | 13% | 10%
Cc1nn(-c2ccccc2)cc1/C=N/NS(=O)(=O)c1ccccc1 | -2% | -15% | -1 | -2.0 | 0 | -1 | 5% | -22% | -7%
CCC(C)(C)NC(=O)C1CCN(c2nc(OC)nc(OC)n2)CC1 | -1% | -26% | 6 | -0.6 | 6 | -3 | 7% | 6% | -5%
O=C(NCCc1c[nH]c2ccccc12)C1CCN(S(=O)(=O)c2ccccc2F)CC1 | 7% | -11% | -1 | -0.4 | 22 | -4 | -5% | ? | 1%
Cc1ccc(Cn2c(=N)c(C(=O)NC3CCCCC3)cc3c(=O)n4ccccc4nc32)cc1 | -2% | 11% | 21 | -1.7 | 6 | 10 | 5% | 58%[activator] | -1%[57.1 µM]
Cc1c(CCO)c(=O)n2c([nH]c3ccccc32)c1C#N | 5% | -10% | 3 | -1.0 | -4 | -3 | 9% | 35%[activator] | 5%
O=C(CCc1ccccc1)N=C1SC2CS(=O)(=O)CC2N1c1ccccc1 (stereo not given) | -1% | 4% | 1 | -0.6 | 18 | 0 | -4% | 5% | -9%
CN1CN=C(NS(=O)(=O)c2ccc([N+](=O)[O-])cc2)NC1 | -3% | -8% | 0 | -0.1 | 6 | -3 | -6% | 9% | -5%
Cc1ccc(NC(=O)Cn2c(=O)n(CCCS(=O)(=O)C3CCCCC3)c(=O)c3ccccc32)cc1F | / | -5% | 2 | / | / | / | 0% | -14% | /
c1csc(-c2nc3nc4ccccc4nc3n2Cc2ccc3c(c2)OCO3)c1 | 27µM* | 50%[activator] | -1 | 1.5 | 15 | -12 | 4% | ? | -3%
Cc1ccc(OCC(=O)Nc2ccc(N3CCOCC3)cc2)c([N+](=O)[O-])n1 | 6% | -26% | 4 | 0.2 | 1 | -3 | 6% | 0% | 2%
Cc1ccc(C2CC(=O)NC(SCC(=O)Nc3nccs3)=C2C#N)cc1 (stereo not given) | -13% | -30% | 0 | -0.1 | -12 | -10 | -1% | ? | -17%
CCCCOC(=O)c1cc(=O)[nH]c(=O)[nH]1 | 1% | -12% | 2 | -3.2 | 9 | 8 | -4% | 10% | 0%
CN1CCN(C(=O)NC2CCCN2S(=O)(=O)c2ccc(Cl)cc2)CC1 (stereo not given) | -12% | 18% | -1 | -3.8 | 9 | -5 | -1% | 0% | -17%
CC(C)COc1ccc(C(=O)Nc2ccc(NC(=O)c3ccco3)c(Cl)c2)cc1 | 1% | -6% | 19 | 0.1 | 11 | -5 | -7% | 5% | 7%
CN(C)S(=O)(=O)N1CCN(CC(=O)Nc2ccc(F)cc2)CC1 | 2% | -19% | 2 | -0.3 | 23 | -5 | 1% | 5% | 6%
CCOC(=O)N1CCC(N2CCN(C3CCCC3)C(CCO)C2)CC1 (stereo not given) | -7% | 1% | -3 | -2.5 | 13 | 4 | 0% | -8% | 8%
O=C(/C=C/N1CCN(Cc2ccccc2)CC1)C(F)(F)F | -8% | 2% | -4 | -0.2 | -1 | -2 | -1% | -1% | 11%
O=C(C1CC1)N1CCc2cc(Br)cc(S(=O)(=O)NCc3ccc4c(c3)OCO4)c21 | -4% | -9% | 2 | -1.2 | -21 | -5 | -6% | 5% | -5%
CC1(C)C2CCC1(C(=O)O)c1nc3ccccc3nc12 (stereo not given) | -4% | -10% | 2 | -2.9 | 10 | 2 | 14% | 5% | -1%
O=C1OCCN1S(=O)(=O)Nc1ccccc1 | -7% | 3% | -3 | -1.0 | -12 | -4 | -1% | 5% | 1%
O=C(/C=C/c1ccc([N+](=O)[O-])cc1)NCCc1ccc(F)cc1 | 0% | -1% | 8 | -1.5 | 8 | -3 | 3% | ? | 2%
N/C(=N\OC(=O)CCn1cccc(C(F)(F)F)c1=O)c1ccc(OC(F)(F)F)cc1 | -5% | -20% | 7 | -0.1 | 1 | -3 | 8% | 1% | 3%
C[C@@H](C(=O)Nc1ccccc1N1CCOCC1)N1C(=O)C2CC=CCC2C1=O (stereo not given in full) | -3% | -3% | 4 | 0.1 | -7 | 3 | -1% | 4% | 4%
CCC(CC)c1nnc(NC(=O)c2c(C)nn(Cc3ccccc3Cl)c2C)s1 | -6% | -2% | -2 | 0.5 | ? | 18 | 6% | ? | -23%

Ordered by length of the SMILES (rising): 10 of the compounds above
SMILES | PLK1 PBD block | HEK293 tox | D3 ag | IL-2 act | DRD3 antagonist | PI5P4Ka inh | GLP1R ag | GLP1R inv ag | WRN helicase inh
CC1(C)C2CCC1(C(=O)O)c1nc3ccccc3nc12 (stereo not given) | -4% | -10% | 2 | -2.9 | 10 | 2 | 14% | 5% | -1%
CCC(C)(C)NC(=O)C1CCN(c2nc(OC)nc(OC)n2)CC1 | -1% | -26% | 6 | -0.6 | 6 | -3 | 7% | 6% | -5%
CN(C)S(=O)(=O)N1CCN(CC(=O)Nc2ccc(F)cc2)CC1 | 2% | -19% | 2 | -0.3 | 23 | -5 | 1% | 5% | 6%
Cc1ccc(C2CC(=O)NC(SCC(=O)Nc3nccs3)=C2C#N)cc1 (stereo not given) | -13% | -30% | 0 | -0.1 | -12 | -10 | -1% | ? | -17%
CN1CCN(C(=O)NC2CCCN2S(=O)(=O)c2ccc(Cl)cc2)CC1 (stereo not given) | -12% | 18% | -1 | -3.8 | 9 | -5 | -1% | 0% | -17%
C[C@@H](C(=O)Nc1ccccc1N1CCOCC1)N1C(=O)C2CC=CCC2C1=O (stereo not given in full) | -3% | -3% | 4 | 0.1 | -7 | 3 | -1% | 4% | 4%
CCOC(=O)C1=C(COC(=O)C2CC(=O)N(c3ccccc3CC)C2)NC(=O)NC1C (stereo not given) | 0% | 1% | -2 | -2.1 | 10 | -2 | 7% | 13% | 10%
N/C(=N\OC(=O)CCn1cccc(C(F)(F)F)c1=O)c1ccc(OC(F)(F)F)cc1 | -5% | -20% | 7 | -0.1 | 1 | -3 | 8% | 1% | 3%
Cc1ccc(Cn2c(=N)c(C(=O)NC3CCCCC3)cc3c(=O)n4ccccc4nc32)cc1 | -2% | 11% | 21 | -1.7 | 6 | 10 | 5% | 58%[activator] | -1%[57.1 µM]
Cc1ccc(NC(=O)Cn2c(=O)n(CCCS(=O)(=O)C3CCCCC3)c(=O)c3ccccc32)cc1F | / | -5% | 2 | / | / | / | 0% | -14% | /

(more compounds)
SMILES | PLK1 PBD block | HEK293 tox | D3 ag | IL-2 act | DRD3 antagonist | PI5P4Ka inh | GLP1R ag | GLP1R inv ag | WRN helicase inh
c1ccc2c(c1)CCCn1nnnc1-2 | -8% | -2% | -5 | -0.1 | ? | 0 | 0% | 6% | 22%
O=C(NC(CO)C(=O)OCc1ccccc1)OCc1ccccc1 (stereo not given) | -3% | -3% | 1 | -1.3 | 20 | 2 | -24% | 7% | -4%
CC1CCCCN1C(=O)COC(=O)c1ccc(N2CCCC2=O)cc1 (stereo not given) | -4% | 0% | -5 | 3.5 | -15 | 0 | 0% | 2% | 9%
Cc1ccc(-c2c(C(=O)NCc3ccccc3)oc(=O)c3ccccc23)cc1 | -4% | -3%&-15% | 10&-2 | 2.8 | 5 | 17 | 17% | 7%&-17% | -25%
CC(C)(CO)NCc1cccc(OCc2ccc(Cl)cc2)c1 | -6% | 20% | 0 | 0.1 | 8 | 7 | 3% | ? | 1%
O=C(Nc1ccc(N2CCOCC2)cc1)c1cccnc1 | -1% | -16% | -2 | -0.1 | 11 | 6 | 3% | 19% | -7%
CCOC(=O)c1c(NC(=O)C2=C(C)NC(=S)NC2c2ccc(C)cc2)sc(C)c1C (stereo not given) | ? | ? | -13 | -4.1 | -53* | 0 | 24% | 83%[activator] | -9%
Cn1c(=O)cc(OCCCC(=O)NCc2ccccn2)c2ccccc21 | -14% | 7% | 3 | -2.1 | 8 | / | 1% | 33%[activator] | -9%
O=C(NNC(=O)c1ccco1)c1ccccc1 | -4% | -20% | 4 | -2.6 | 2 | -4 | -2% | -12% | -24%[57.1 µM]
O=C(CSCc1ccccc1)NCCc1ccc(F)cc1 | -19% | 0% | -3 | -1.2 | 4 | 22 | 2% | -14% | 5%
O=C(COc1cc2oc(=O)c3c(c2cc1Cl)CCC3)NCCCn1ccnc1 | 3% | 6% | -2 | -0.3 | 1 | -1 | 13% | 10% | 4%
COc1cccc(OCCNC(=O)c2cc([N+](=O)[O-])cc([N+](=O)[O-])c2)c1 | 4% | -8% | 3 | 0.6 | 2 | 14 | 4% | 1% | 4%
COc1ccc(N2C(=O)C(F)(F)C2c2ccc(C)cc2)cc1OC (stereo not given) | -2% | -9% | -3 | -2.4 | -3 | 3 | 11% | -10% | -4%
CCOC(=O)c1cc2c(n(-c3ccccc3)c1=O)CC(C)(C)CC2=O | -2% | -5% | -8 | 0.7 | -3 | / | -6% | ? | 4%
NS(=O)(=O)c1cccc(NC(=O)CSc2nnc3n2CCCCC3)c1 | -10% | 6% | 0 | -0.3 | -14 | 4 | 7% | 1% | -1%
Cc1ccc(C(=O)CCC(=O)Nc2ccccc2C)c(C)c1 | -15% | -15% | 8 | -0.3 | -6 | 0 | 14% | -23% | 8%
COC(=O)Cc1ccc(NC(=S)NNC(=O)c2ccccc2Br)cc1 | -24% | 4% | 0 | -0.6 | 1 | -10 | -9% | 3% | 9%
Cc1ccc(N=Cc2c(O)n(-c3nccs3)c(=O)c3ccccc23)c(C)c1 | -8% | -5% | -1 | 6.1 | 7 | 11 | 8% | 15% | -11%
CCNC(=O)/C(C#N)=C/c1c(N(Cc2ccccc2)Cc2ccccc2)nc2ccccn2c1=O | -28% | ? | -1 | -5.7 | -11 | 2 | -5% | ? | -3%
COc1ccccc1OCC(=O)Nc1nc(C)c(C)s1 | -9% | 14% | 5 | -0.1 | 5 | -3 | 11% | -13% | -16%
